M. tuberculosis GlmU: inhibition of mycobacterial GlmU enzyme – biochemical, glucosamine-1-phosphate acetyltransferase (AID 1376); M. tuberculosis GlmU acetyltransferase enzyme assay; higher % means a stronger effect; one-dose inhibition, %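 (tested at 30 µM in the primary screen)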; IC50 in µM for titrated hits; actives 0.25% (n = 220,000); in the data active = inhibition above about 13%; inconclusive = no clear call, values can overlap the other calls;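 also: 0% = complete reaction with vehicle and 100% = reaction without substrate; strong numbers were not always called active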
Mtb RmlCD inh: blocks M. tuberculosis RmlC and RmlD coupled enzymes; P9WH09+P9WH11; actives 0.03% (n = 160,000); RmlC+RmlD coupled enzyme assay, percent inhibition; primary screen in compound mixtures; AID 1533; inhibition, % at 3.6 µM; in the data active = inhibition mostly above about 34%, no sharp cut-off; inconclusive = no clear call, values can overlap the other calls; inactive = mostly below about 22%; also: some results filed as inactive read as strong as hits
Target sequence (P9WH09 whole entry, looked up): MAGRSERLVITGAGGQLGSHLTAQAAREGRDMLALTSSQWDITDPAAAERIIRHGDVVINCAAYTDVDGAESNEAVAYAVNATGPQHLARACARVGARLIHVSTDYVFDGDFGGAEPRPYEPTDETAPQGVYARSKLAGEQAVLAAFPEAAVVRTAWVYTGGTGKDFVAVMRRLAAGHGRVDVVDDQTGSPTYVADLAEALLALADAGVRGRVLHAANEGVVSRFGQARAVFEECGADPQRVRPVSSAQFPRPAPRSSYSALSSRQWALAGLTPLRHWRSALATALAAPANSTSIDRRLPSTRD
Target sequence (P9WH11 whole entry, looked up): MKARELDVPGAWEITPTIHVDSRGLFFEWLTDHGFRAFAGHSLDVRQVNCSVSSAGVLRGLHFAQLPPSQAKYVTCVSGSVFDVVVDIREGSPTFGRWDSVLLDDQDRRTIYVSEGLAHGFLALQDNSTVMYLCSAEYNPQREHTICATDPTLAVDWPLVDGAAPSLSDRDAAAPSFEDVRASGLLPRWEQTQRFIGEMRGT
* hit, by the source's call; ? = inconclusive; / = no result given; & = joins results of further samples. These rows are one share of the data, so the mix of outcomes need not match the whole.

structure,Mtb RmlCD inh,M. tuberculosis GlmU
Cc1ccc2nc(NC(=O)CNS(=O)(=O)c3ccc(Br)s3)sc2c1,/,2.7%
O=C(N/N=C/c1cc([N+](=O)[O-])ccc1O)C1C2CCCCC21 (centres undefined),/,2.0%
COc1ccc(C(=O)/C=C(/C)N(C)C)cc1,-5.4,-0.2%
COc1cc(/C=N/NC(N)=O)ccc1OC(=O)c1ccc(C)cc1,/,-2.3%
O=C1N=C(c2ccccc2)C(c2ccccc2)N1 (centres undefined),12.5,-0.7%
C=CCNC(=O)c1onc(CSc2cc(C)cc(C)c2)c1C(=O)O,/,-2.1%
CCn1nc(C(=O)NC2=NCCS2)c2ccccc2c1=O,3.9,2.1%
O=C(C1CCCCN1S(=O)(=O)c1ccc(F)cc1)N1CCN(c2ccccc2F)CC1 (centres undefined),/,-0.8%
Cc1c(NC(=O)c2ccc(C(C)(C)C)cc2)cccc1[N+](=O)[O-],-3.1,-4.0%
CCN(CC)C(=O)NC1CC2CCCC(C1)N2Cc1ccccc1 (centres undefined),9.9,-2.5%
O=C(c1ccc2c(c1)OCO2)C1CCCN(Cc2ccc3nsnc3c2)C1 (centres undefined),-3.2,-2.7%
O=C(CSCc1ccccc1)Nc1cccc(F)c1,-9.2,5.9%
Cn1cc(C(=O)Cc2ccccc2)c2ccccc21,7.4,1.4%
COc1ccc2[nH]c(=O)c(CN(CCCN(C)C)C(=O)Nc3ccc(F)cc3)cc2c1,12.2,3.1%
COc1ccc(NC(=O)CCSc2nnc(C)s2)cc1,41.6,3.2%
O=C(CSc1ccc(-c2ccco2)nn1)NCc1ccccc1Cl,-5.5,2.2%
CCOCCCNC(=O)CN(c1cc([N+](=O)[O-])ccc1OC)S(C)(=O)=O,1.1,0.0%
C=CCOC(=O)COc1ccc2c(C)c(C)c(=O)oc2c1C,-3.7,1.6%
O=C(CCc1ccccc1)OCC(=O)c1ccc(Br)cc1,7.4,-2.2%
COc1ccccc1N1CCN(C(=O)/C=C/c2ccc3c(c2)OCO3)CC1,3.5,2.0%
O=C(Nc1ccc(F)cc1)c1c(O)c2c(n(Cc3ccccc3)c1=O)CCCC2,/,1.4%
Nc1ccc(N2CCCCC2)c(S(=O)(=O)Nc2ccc(Cl)cc2)c1,7.3,-6.2%
CCCCCc1ccc(-c2nnc(N)s2)cc1,10.8,8.4%
O=C(NCc1ccccc1Cl)c1ccc[nH]1,21.3,1.2%
CCOc1ccccc1/C=N/NC(=O)Cc1csc(Nc2cccc(C(F)(F)F)c2)n1,/,-0.2%
CCOC(=O)c1ccc(NC(=O)C(=O)NCc2ccco2)cc1,6.0,-2.5%
O=C(O)CC(C(=O)Nc1ccc(Cl)c(Cl)c1)C1CCCO1 (centres undefined),/,5.9%
CC(C)C(O)(C#CCN1CCCCCC1)c1ccccc1 (centres undefined),2.0,0.0%
Cc1ccccc1Cn1ccc(NC(=O)c2cnn3cccnc23)n1,-1.0,5.0%
Cc1ccccc1NC(=S)NC(=O)CCc1ccccc1,7.6,-1.0%
CN1CCN(/N=C/c2c(O)n(CCC3=CCCCC3)c(=S)[nH]c2=O)CC1,-6.7,1.6%
Cc1cc(N/N=C/c2ccc(O)cc2)nc(NS(=O)(=O)c2ccccc2)n1,?,-4.0%
Fc1ccccc1N1CCN(Cc2cccnc2)CC1,/,1.9%
O=C1C(c2ccc(F)cc2)N(Cc2ccc3c(c2)OCO3)C(=O)CN1C1CCCCC1 (centres undefined),-7.0,4.2%
Cn1c(CO)c(-c2ccccc2)c2cc([N+](=O)[O-])ccc21,28.0,3.6%
C=C(C)CSc1nnc(-c2ccccc2)n1N,0.4,0.2%
O=C(CCC1N=C2c3ccccc3N=C(SCc3cccc(Cl)c3)N2C1=O)NCc1ccco1 (centres undefined),-8.3,-1.3%
O=S1(=O)C=CC(Sc2nc3ccccc3[nH]2)C1 (centres undefined),4.3,3.7%
Cc1cc(-c2n[nH]c(=S)n2/N=C/c2ccccc2[N+](=O)[O-])n[nH]1,-5.7,2.1%
COc1cc2c(cc1O)CC1c3c(cc(O)c(OC)c3-2)CCN1C (centres undefined),-12.1&-4.4,4.7%
CCCCNC(=S)N(C)/N=C/c1ccc(OCC(=O)Nc2c(C)cc(C)cc2C)c(OC)c1,/,2.5%
CN(C)c1cc[n+](CCC(=O)Nc2cccc([N+](=O)[O-])c2N)cc1,/,-0.1%
O=C(CCCCCNc1nc(=S)[nH]c2ccccc12)NCCC1=CCCCC1,-9.8,7.0%
O=C1NC(SCCCF)=N/C1=C/c1ccc(-n2cncn2)cc1,-9.3,2.0%
COc1ccc(OCCNc2c([N+](=O)[O-])c(=O)oc3ccccc23)cc1,19.9,2.2%
Oc1cccc2ccc(Nc3ccccn3)nc12,/,-0.2%
CCN(CC)c1nc(C)nc2c1sc(=S)n2C,13.2,-10.2%
Cc1ccc(NC(=O)c2ccc(NCCCN3CCC(C)CC3)c([N+](=O)[O-])c2)cc1F,-10.2,-1.6%
O=C(CN1C(=O)c2ccccc2S1(=O)=O)Nc1ccccc1,3.7,1.3%
Cc1cc(-c2nn(-c3ccccc3F)cc2CNCCc2cnc[nH]2)c(C)s1,/,-7.2%
Cc1cc(C)cc(NC(=S)N=Nc2c(O)n(C)c3ccc(S(=O)(=O)N4CCOCC4)cc23)c1,18.9,-3.6%
CCOC(=O)C1=C(CC)Nc2ccccc2N=C1NC(=O)Cn1cnc2ccccc2c1=O,/,-0.5%
Cc1cc(C)cc(Nc2ccc([N+](=O)[O-])nc2[N+](=O)[O-])c1,-5.2,2.0%
COc1ccc(Cc2nnc3n2N=C(c2cc4ccccc4o2)CS3)cc1OC,/,3.5%
Cc1ccc(/C=N\n2c(-c3ccccc3)n[nH]c2=S)s1,/,-2.5%
CN(Cc1cccc(-n2cccn2)c1)Cc1cn(C)nc1-c1ccccc1F,6.2,-3.0%
c1cc2c3c(cccc3c1)NC1(CCCCCC1)N2,2.0,-5.2%
Cc1cc[n+]2n1CC(O)C2 (centres undefined),27.9,7.0%
CCn1nc(CC(=O)Nc2ccc(-n3cnnn3)c(C)c2)c2ccccc2c1=O,1.9,-6.0%
Cc1nc(CN2CCN(Cc3nc(C(c4ccccc4)c4ccccc4)no3)CC2)cs1,/,-1.3%

Going on with the list.
structure,Mtb RmlCD inh,M. tuberculosis GlmU
COc1ccc(N2CCN(C(CNC(=O)c3ccco3)c3cccnc3)CC2)cc1 (centres undefined),4.8,-0.9%
COc1ccc2cc3cc(C(=O)NCCN4CCN(c5ccccc5F)CC4)oc3nc2c1,50.7,/
CC1=C(C(=O)Nc2ccccn2)C(c2ccc(F)cc2)n2ncnc2N1 (centres undefined),16.2,3.4%
CN(CC(=O)Nc1ccc(Cl)c(Cl)c1)C(=O)C12CC3CC(CC(C3)C1)C2,6.8,-7.9%
O=C(CSc1nnc(-c2ccccn2)n1Cc1ccccc1)N1CCCC1,9.8,-3.4%
COC(C(=O)Nc1ccc(S(=O)(=O)N2CCCCC2)cc1)c1ccccc1 (centres undefined),7.5,2.6%
CC(C)OC(=O)c1cccc(C(=O)Nc2cccc(NC(=O)c3cccc(C(=O)OC(C)C)n3)n2)n1,-15.3,2.7%
CSc1nc2ccccc2nc1N(C)S(=O)(=O)c1ccc(C)cc1,5.5,-3.9%
O=C(Nc1cccnc1)c1cc(-c2ccc3c(c2)OCO3)on1,/,2.2%
O=C1c2cc(Cl)ccc2OC2(CCNCC2)C12CC(c1ccc(Cl)cc1)=NO2 (centres undefined),/,-11.5%
CSc1cccc(CN2CCN(Cc3ccccc3)C(CCO)C2)c1 (centres undefined),-11.1,-10.7%
CC(C)(C)OC(=O)CN1C(=O)C(Sc2n[nH]c(-c3ccccc3)n2)CCc2ccccc21 (centres undefined),5.8,4.3%
COCCn1nnnc1C(c1ccccc1Cl)N1CCN(c2ccccc2OC)CC1 (centres undefined),/,-3.9%
COCCC(=O)N1CCCC(C(=O)c2ccc3c4c(cccc24)CC3)C1 (centres undefined),5.7,-1.1%
Cc1nn(CC(=O)c2ccccc2Cl)c(C)c1[N+](=O)[O-],/,-2.4%
Cc1ccc(C(=O)OCC(=O)NCc2cccs2)cc1,-0.8,0.0%
COc1ccc(CN2C3CCCC2CC(NC(=O)Nc2ccccc2C)C3)cc1 (centres undefined),/,-1.1%
COC(=O)CNC(=O)CN1C(=O)N(c2cccc(Cl)c2)C(N(O)C(=O)Nc2cccc(Cl)c2)C1(C)C (centres undefined),4.1,-4.1%
CC#CCN1c2ccccc2[C@]23C[C@@H](C(=O)OC)N=C2NC(C(=O)OC)=C(C(=O)OC)[C@H]13,12.2,-0.4%
Fc1ccc(-c2csc3nnc(SCc4cccnc4)n23)cc1,17.6,1.3%

Single records, as listed above. Screens in order: Mtb RmlCD inh, M. tuberculosis GlmU
Record of COC(=O)CNC(=O)CN1C(=O)N(c2cccc(Cl)c2)C(N(O)C(=O)Nc2cccc(Cl)c2)C1(C)C (centres undefined) → 4.1, -4.1%
Record of COc1ccc(CN2C3CCCC2CC(NC(=O)Nc2ccccc2C)C3)cc1 (centres undefined) → /, -1.1%

Continuation:
structure,Mtb RmlCD inh,M. tuberculosis GlmU
CCOC(=O)N1CCC(N(CCN(C)C)C(=S)Nc2cccc(Cl)c2C)CC1,0.3,-1.8%
CCOc1ccc2nc(SCc3ccc(CC(=O)O)cc3)c(C#N)cc2c1,-10.1,-0.3%
COc1ccc(CCNC(=O)c2c(O)c3cccc4c3n(c2=O)CC4)cc1OC,/,-5.2%
COc1cc(OC)nc(NC(=O)CS(=O)(=O)c2ccccc2)n1,/,0.4%
CCc1ccccc1N/N=C(/C)c1c(O)cc(C)oc1=O,3.4,2.3%
O=S(=O)(c1ccccc1)N1CCN(c2ncccn2)CC1,/,-1.2%
CC(Oc1ccc(Cl)cc1Cl)C(=O)Nc1cccc(O)c1 (centres undefined),7.3,1.1%
COCCNC(=O)c1cc2cc(Br)cc(OC)c2oc1=O,-2.0,0.2%
Cc1c(C(=O)Nc2cc(S(=O)(=O)N3CCOCC3)ccc2N2CCN(C)CC2)oc2ccccc12,19.5,0.5%
C=CCn1c(SCCN2CCCCC2)nc2c1c(=O)[nH]c(=O)n2C,11.2,0.9%
CCc1[nH]c(=S)c(C#N)c2c1CCCC2,3.3,8.7%
Cc1ccc2[nH]c(C(=O)O)c(-c3ccccc3)c2c1,2.6,-0.3%
Oc1cc2ccccc2nc1-c1ccccc1Cl,?,/
CCN1C(=O)c2cccc3c(S(=O)(=O)Nc4nc(C)cs4)ccc1c23,/,-2.2%
CCNCc1nc2cc(OC)c(OC)cc2c(=O)[nH]1,/,0.0%
CN(C[C@H](Cc1ccccc1)N(C[C@H](Cc1ccccc1)N(CC1(c2ccccc2)CC1)N=O)N=O)N=O,/,-0.3%
C/C(=N\NC(=O)c1cccc(N/N=C(\C)c2ccncc2)c1)c1ccncc1,-7.8,1.4%
Cc1c(NC(=S)NC(C)(C)C)c(=O)n(-c2ccccc2)n1C,-3.2,-1.5%
COC(=O)c1ccccc1NC(=O)NCc1ccc2c(c1)OCO2,/,-1.5%
Cc1nn(Cc2ccc(Cl)cc2)c(C)c1NC(=O)CCCn1nc([N+](=O)[O-])c(Cl)c1C,/,6.3%

Reprinted at random: six compounds from above, in no set order.
structure,Mtb RmlCD inh,M. tuberculosis GlmU
Cc1cc(-c2n[nH]c(=S)n2/N=C/c2ccccc2[N+](=O)[O-])n[nH]1,-5.7,2.1%
O=C(C1CCCCN1S(=O)(=O)c1ccc(F)cc1)N1CCN(c2ccccc2F)CC1 (centres undefined),/,-0.8%
CC(C)C(O)(C#CCN1CCCCCC1)c1ccccc1 (centres undefined),2.0,0.0%
Cn1c(CO)c(-c2ccccc2)c2cc([N+](=O)[O-])ccc21,28.0,3.6%
COc1ccc2[nH]c(=O)c(CN(CCCN(C)C)C(=O)Nc3ccc(F)cc3)cc2c1,12.2,3.1%
Nc1ccc(N2CCCCC2)c(S(=O)(=O)Nc2ccc(Cl)cc2)c1,7.3,-6.2%

The list continues:
structure,Mtb RmlCD inh,M. tuberculosis GlmU
CC1Oc2ccccc2N(CC(=O)c2cccc(Cl)c2)C1=O (centres undefined),/,4.5%
CC(C)CN1CCN(Cc2cnc(-c3ccc(Cl)cc3)nc2)CC1CCO (centres undefined),8.5,-3.8%
COCc1cc(CN2CCCC(C(=O)c3cccc(C(F)(F)F)c3)C2)ccc1OC (centres undefined),-10.8,2.0%
CCOC(=O)N1CCN(c2c(NCCCN(CC)c3cccc(C)c3)c(=O)c2=O)CC1,-8.2,-2.3%
Cn1c(=O)cc(SCC(=O)Nc2ccc3c(c2)OCO3)c2ccccc21,-8.1,3.3%
N=c1c2c3c(sc2nc2n1CCC2)CCCC3,-3.2,-1.2%
Cc1ccccc1N(C(=O)c1csnn1)C(C(=O)NC(C)(C)C)c1ccncc1 (centres undefined),-5.8,5.8%
NC(=O)c1ccccc1NC(=O)Nc1cccc2ccccc12,3.8,-1.2%
Nc1c(C(=O)O)sc2nc(-c3ccccc3)c3c(c12)CCCC3,19.6,4.3%
CCc1ccc(-c2ccc(SCc3ccccn3)nn2)cc1,5.5,1.0%
COCCCNC(=O)c1cc2cc([N+](=O)[O-])cc(OC)c2oc1=O,20.4,-5.8%
COC(=O)Nc1ccc(S(=O)(=O)N2CCCC(C(=O)Nc3cccc4c3OCCO4)C2)cc1 (centres undefined),/,3.2%
